Bioassay records deposited in PubChem BioAssay by National Center for Advancing Translational Sciences (NCATS).
AmpC det inh: AmpC beta-lactamase inhibition, detergent assay; P00811; purified AmpC, nitrocefin hydrolysis with detergent; Potency, µM (titrated, usually from 28.7 µM), for the others: at the top dose activity change, negative = inhibition; 0.09% of 71,000 active; active means well fitted curve in the direction sought with a large enough effect
Target sequence (P00811 whole entry, looked up): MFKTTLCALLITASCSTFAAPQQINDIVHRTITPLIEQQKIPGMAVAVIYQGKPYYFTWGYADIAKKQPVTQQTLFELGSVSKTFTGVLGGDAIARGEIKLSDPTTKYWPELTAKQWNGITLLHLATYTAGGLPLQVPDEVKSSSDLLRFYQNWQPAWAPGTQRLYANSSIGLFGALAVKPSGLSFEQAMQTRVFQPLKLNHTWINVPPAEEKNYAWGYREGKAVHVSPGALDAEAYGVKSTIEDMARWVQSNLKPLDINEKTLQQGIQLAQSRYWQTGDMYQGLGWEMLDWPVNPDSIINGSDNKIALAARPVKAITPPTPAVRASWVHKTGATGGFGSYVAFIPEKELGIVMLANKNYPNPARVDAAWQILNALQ
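E. coli AmpC (5.3 nM) in 20 mM phosphate pH 7.0 with 0.01% Triton X-100, preincubated 15 min RT with compound; nitrocefin (2 uL of 800 uM stock) hydrolysis followed by 480 nm absorbance every 20 s over 4 min.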
* hit, by the source's call; & = joins results of further samples; [ ] = dose if it differs, or a comment. On the % scale 0 is the no-effect control and ±100 the full control effect; potency means the concentration at half of the fitted maximal effect.

item	Structure	AmpC det inh
1	COc1ccc(C2C(C(=O)N3CCCC3)CC(=O)N2c2ccc(OC)cc2)cc1 (configuration not stated)	-3%
2	O=c1ccn(Cc2ccccc2)c(=O)n1Cc1ccccc1	-2%
3	O=c1c(-c2ccc(Cl)cc2)nc2cnc(N3CCOCC3)nc2n1-c1ccccc1	0%
4	O=C=Nc1ccc(Cc2ccc(N=C=O)cc2)cc1	9%
5	CCOC(=O)CN1CC23C=CC(O2)C(C(=O)Nc2cc(OC)ccc2OC)C3C1=O (configuration not stated)	4%
6	Cc1ccc(CNC(=O)c2cccc(OCc3c(C)noc3C)c2)cc1	-4%
7	CCN1C(=O)C(C(=O)Nc2ccc(OC)cc2)C2CC1(C)Oc1ccccc12 (configuration not stated)	-7%
8	CCNS(=O)(=O)c1ccc(OC)c(C)c1	-2%
9	Cc1nn2c(-c3cccc(NC(=O)c4ccco4)c3)nnc2c2ccccc12	-1%
10	CCOC(=O)C1=C(N)OC2=C(C(=O)CCC2)C1c1ccc(C)s1 (configuration not stated)	2%
11	COc1ccccc1NC(=O)N1CCCC1C(=O)NC12CC3CC(CC(C3)C1)C2 (configuration not stated)	9%
12	O=C1c2ccccc2C(=O)N1CSc1ncccn1	5%
13	O=C(c1ccc(CN2CCc3ccccc3C2)cc1)N1CCCCC1	7%
14	O=C(NCc1cccs1)c1cc2ccccc2o1	1%
15	CCCn1c(CCc2ccccc2)nnc1SCC(=O)N1CCCC1	1%

Given with each value named: 4 of the compounds above
10. CCOC(=O)C1=C(N)OC2=C(C(=O)CCC2)C1c1ccc(C)s1 (configuration not stated)
  AmpC det inh: 2%

11. COc1ccccc1NC(=O)N1CCCC1C(=O)NC12CC3CC(CC(C3)C1)C2 (configuration not stated)
  AmpC det inh: 9%

12. O=C1c2ccccc2C(=O)N1CSc1ncccn1
  AmpC det inh: 5%

13. O=C(c1ccc(CN2CCc3ccccc3C2)cc1)N1CCCCC1
  AmpC det inh: 7%

Carrying on.
item	Structure	AmpC det inh
16	CCOC(=O)c1ccc(-c2nnc(-c3ccc(Cl)cc3Cl)o2)cc1	-1%
17	Cc1noc(/C=C/N(C)C)c1S(=O)(=O)N(C)CC(=O)NC1CCCCC1	0%
18	CN(C)CCCN1c2ccccc2C(C)(C)c2ccccc21	-5%[5.75 µM]
19	CCOc1ccc(C(=O)Nc2nnn(CC)n2)cc1	12%
20	CCN(CC)CCCn1c(-c2ccccc2)nc2c(NCCOC)nc(C)nc21	14%
21	O=c1cc(O)c2c(=O)n3c4c(cccc4c2o1)CCC3	-4%
22	CCOC(=O)COc1nc(Nc2ccccc2C)nc(N(C)C)n1	-10%
23	COc1ccc(NS(=O)(=O)c2ccc(NS(=O)(=O)c3ccc(C)cc3)cc2)nn1	-1%
24	CC1CCCC(C)N1C(=O)CSc1nnc(-c2cccs2)o1 (configuration not stated)	-3%
25	Cc1ccc(S(=O)(=O)N2CC3(C)CN(S(=O)(=O)c4ccc(C)cc4)CC(C)(C2)C3O)cc1 (configuration not stated)	10%
26	COc1ccc(-c2nc3cnc(N4CCNCC4)nc3n(-c3ccc(OC)cc3)c2=O)cc1	0%
27	Cc1ccc(-c2nn3c(C)nnc3s2)cc1NC(=O)CSc1ccc(Cl)cc1	-2%
28	O=C(Cn1ncc2c(=O)oc3ccccc3c21)NC1CC1	-1%
29	CCOC(=O)Cc1csc(NC(=O)CSc2nc(C)cc(=O)[nH]2)n1	-1%
30	CCOc1ccccc1NC(=O)Cc1ccccc1OC	-3%
31	Fc1ccc2nc(-c3ccccc3)nc(SCc3nnc(-c4ccccc4)o3)c2c1	-2%
32	Cc1nc(-c2ccc(C(=O)N3CCOCC3)cc2)cs1	-2%
33	CC(=O)N1[C@H](C)C=C[C@]1(Cc1ccccc1)C(=O)NCCN1CCOCC1	12%
34	CCn1cc(C(=O)N2CCCc3ccccc32)c2cc(OC)c(OC)cc2c1=O	9%
35	CCOC(=O)c1ccc2nc(NC(=O)c3ccco3)sc2c1	2%
36	COc1cc(NC(=O)c2ccc(COc3ccccc3Br)o2)cc(OC)c1OC	-6%
37	Cc1ccc2nc(SCC(=O)NC(=O)NCc3ccco3)[nH]c2c1	-3%
38	COC(=O)c1cc(Br)c(=O)n(CCN2CCOCC2)c1	-3%
39	O=C(CCS(=O)(=O)c1ccc(Br)s1)NCc1ccc2c(c1)OCO2	5%
40	COc1ccc(Br)cc1CNC(=O)C1CCCN(S(C)(=O)=O)C1 (configuration not stated)	-2%
41	CCOC(=O)N1CCN(C(=O)c2cc(C)c3c(C)nn(-c4ccccc4)c3n2)CC1	-7%
42	O=C1CC(N2CCOCC2)C(=O)N1Cc1ccc(N2CCCC2=O)cc1 (configuration not stated)	0%
43	Cc1c(C(=O)N2CC(C)OC(C)C2)sc2nc(-c3ccc(F)cc3)cn12 (configuration not stated)	-1%
44	Cc1cc(N2CCN(C(=O)c3ccco3)CC2)n2nc(-c3cccc(Cl)c3)cc2n1	1%
45	CCOC(=O)c1cnn(CCOC(=O)C(C)(C)C)c1NC(=O)C(C)(C)C	-1%
46	CCCCSc1nsc(NC(C)=O)n1	1%
47	Brc1c(NC2=NCCN2)ccc2nccnc12	-2%&0%
48	CCOC(=O)CCCn1c(C)nc(=O)c(-c2ccccc2)c1C	-5%
49	CCCS(=O)(=O)NCCc1cc2ccc(C)cc2[nH]c1=O	-1%
50	CSCC[C@H](NC(=O)C1CCN(S(=O)(=O)c2ccc(C)cc2)CC1)C(=O)NCc1ccco1	0%
51	Cc1sc2ncnc(OCC(=O)NCc3cccs3)c2c1C	12%
52	CN(C)CCC=C1c2ccccc2CCc2ccccc21	8%
53	O=C(O)CCC(=O)Nc1nnc(C(F)(F)F)s1	-4%
54	C=C(C#N)C(=O)OCC	7%
55	Cc1ccc(C)c(-n2c(Cc3cc(=O)[nH]c(=O)[nH]3)nnc2SCC(=O)NCC2CCCO2)c1 (configuration not stated)	1%
56	Cc1ccccc1NC(=O)CSc1[nH]c(=O)cc(C)c1C#N	11%
57	CCOC(=O)N1CCN(Cc2nc3c(c(=O)n(C)c(=O)n3C)n2Cc2cc(C)ccc2C)CC1	-2%
58	C=CCNC(=O)C1CCN(S(=O)(=O)c2ccccc2)CC1	0%
59	Nc1ccc2c(C(F)(F)F)cc(=O)oc2c1	-2%
60	CC1CCCCC1NC(=O)C1CCN(S(=O)(=O)N2CCOCC2)CC1 (configuration not stated)	-5%
61	CCCC(C)C1C(C#N)=C(N)Oc2cc(C)oc(=O)c21 (configuration not stated)	-2%
62	Cc1cc(NC(=O)COC(=O)C2CCN(S(=O)(=O)c3ccc(Cl)cc3)CC2)no1	-3%
63	C=CCN(CC=C)S(=O)(=O)c1ncn[nH]1	9%
64	NC(=O)c1ccc(-c2ccc(Br)cc2)o1	-2%
65	CCOC(=O)N1CCN(C(=O)c2ccc(C)c(S(=O)(=O)Nc3cccc(C)c3C)c2)CC1	-7%
66	Cc1noc(C)c1-c1cc(NC2CC2)ncn1	10%
67	CC(=O)Nc1nc(-c2ccc(Cl)cc2)nc(C)c1C(C)=O	-2%
68	O=S(=O)(c1cccc2nsnc12)N1CCCC1	15%
69	CCOc1ccc(C2Oc3nc(SC)nnc3-c3ccccc3N2C(C)=O)cc1OC (configuration not stated)	27%
70	O=C(COC(=O)COc1ccc(Nc2ccccc2)cc1)NCc1ccco1	-2%
71	CSc1nnc(-c2ccccc2)n1C	9%
72	CCCCCCCCCCCCCCCC(=O)NC(C)C	15%
73	CCn1nc(C(=O)OCC(=O)c2cc(C)n(Cc3cccs3)c2C)c2ccccc2c1=O	7%
74	COc1ccc2nc(C)cc(N3CC(C)OC(C)C3)c2c1 (configuration not stated)	14%
75	Cc1nc(CC(=O)N2CCN(c3cccc(C)c3C)CC2)cs1	-5%

Remaining list, next part:
item	Structure	AmpC det inh
76	COc1ccc(CNc2nc3nc(C)cc(C)n3n2)cc1OC	-2%
77	CCOc1ccc(NC(=O)N(CCC(C)C)C(C)c2ccco2)cc1 (configuration not stated)	-4%
78	O=C(CSc1nnc(Cc2cccs2)n1C1CCCCC1)N1CCN(C(=O)c2ccco2)CC1	-3%
79	COc1cc2c(cc1OC)C(c1cccc(OC)c1OC)CC(=O)N2 (configuration not stated)	-4%
80	C=CCOC(=O)C1=C(C)NC(=O)NC1c1ccc(OC(=O)c2ccco2)c(OC)c1 (configuration not stated)	1%
81	CCN(CC)CC(=O)N(CC(=O)Nc1c(C)cc(C)cc1C)C1CCCCC1	10%
82	CC(=O)OC1=CC2=CC[C@H]3[C@H]4CCC(=O)[C@@]4(C)CC(=O)[C@]3(S)[C@]2(C)CC1	-1%[5.75 µM]
83	CCOC(=O)c1c(N)sc2c1CCS(=O)(=O)C2	-3%
84	CCN(Cc1ccccc1)Cc1cc(OC)cc(OC)c1	-1%
85	CCn1c(=O)[nH]c2cc(Cl)c(Cl)cc21	-1%&0%
86	CCCCC(=O)Nc1ccc(C(=O)N2CCN(c3ccccc3OC)CC2)cc1	-5%
87	Cn1c(O)c(C=NC2CC3CCC2(C)C3(C)C)c(=O)[nH]c1=O (configuration not stated)	-2%
88	CCOC(=O)C1CCN(C(c2ccc(OC)c(OC)c2)c2sc3nc(C)nn3c2O)CC1 (configuration not stated)	11%
89	CCOC(=O)c1ccc(NC(=O)C2=C(C)Nc3nc(CCCO)nn3C2c2cccc(C)c2)cc1 (configuration not stated)	7%
90	CCCC[C@@H]1C[C@H]1C(NC(=O)c1ccco1)c1ccccc1 (some centres not stated)	1%

Some of the entries so far, field by field:
(78) O=C(CSc1nnc(Cc2cccs2)n1C1CCCCC1)N1CCN(C(=O)c2ccco2)CC1
  AmpC det inh = -3%
(79) COc1cc2c(cc1OC)C(c1cccc(OC)c1OC)CC(=O)N2 (configuration not stated)
  AmpC det inh = -4%

(more compounds)
item	Structure	AmpC det inh
91	COc1ccccc1CNc1ccnc(-c2cccc(NS(C)(=O)=O)c2)n1	9%
92	O=C(C1CCN(S(=O)(=O)N2CCC3(CC2)OCCO3)CC1)N1CCN(Cc2ccccc2)CC1	-3%
93	O=C(c1ccc2c(c1)ncn2C1CCCCCC1)N1CCC2(CC1)OCCO2	-4%
94	CC1=C(C(=O)N2CCCCC2)C(c2cccs2)C2=C(CCCC2=O)N1 (configuration not stated)	-1%
95	O=C(O)CCN=C1CCCc2ccccc2N1	-6%
96	CCc1nc(SCC(=O)N2CCc3ccccc32)c2oc3ccccc3c2n1	-1%
97	CC12CCC(C(=O)NCc3ccccc3)(OC1=O)C2(C)C (configuration not stated)	-1%
98	COc1ccc(C(=O)COC(=O)c2ccc(OC)c(OC)c2)cc1OC	-1%
99	Cc1nnc(SCc2ccccc2Cl)n1CC1CCCO1 (configuration not stated)	-4%
100	Cc1ccc2c(c1C)NC(=O)C2(O)CC(=O)c1ccc2c(c1)OCO2 (configuration not stated)	-4%
101	COC(=O)CSc1nnc(CNC(=O)c2cccs2)n1-c1cc(OC)ccc1OC	9%
102	COCCCNS(=O)(=O)c1ccc2c(c1)CCN2C(C)=O	-3%
103	O=C(CSc1nc2c(c(=O)[nH]1)CCCC2)Nc1ccc(Cl)cc1F	-3%
104	COc1ccc(CCNC(=O)C2CCCN2C(=O)NC2CCCCC2)cc1OC (configuration not stated)	11%
105	OC12CCCCC1C(c1ccc3c(c1)OCO3)N(Cc1ccc(F)cc1)CC2 (configuration not stated)	-4%

Quoted at random: three records from the list
item	Structure	AmpC det inh
92	O=C(C1CCN(S(=O)(=O)N2CCC3(CC2)OCCO3)CC1)N1CCN(Cc2ccccc2)CC1	-3%
97	CC12CCC(C(=O)NCc3ccccc3)(OC1=O)C2(C)C (configuration not stated)	-1%
98	COc1ccc(C(=O)COC(=O)c2ccc(OC)c(OC)c2)cc1OC	-1%

(cont.)
item	Structure	AmpC det inh
106	CCOC(=O)c1c(-c2ccncc2)csc1N	-1%
107	CCOC(=O)c1c(N)c(C#N)c2n1CCCCC2	-3%
108	Cc1cccc(-n2c(C)nc3cc(C(=O)N4CCC5(CC4)OCCO5)ccc32)c1	-3%
109	CCOc1ccc2nc(NC(=O)C(CC)Sc3nc(C)cc(=O)[nH]3)sc2c1 (configuration not stated)	0%
110	COC(=O)c1cc2ccsc2n1CC(=O)N(C)c1ccccc1	-6%
111	CCOC(=O)CN1CC23C=CC(O2)C(C(=O)NC2CCCCC2)C3C1=O (configuration not stated)	-1%
112	CC(C)Cn1c(SCC(=O)N2CCN(S(=O)(=O)c3ccccc3)CC2)nc2ccccc21	-6%
113	O=C(CCC1CCCCC1)Nc1ncn[nH]1	-5%
114	CCCCC(=O)OCCNC(=O)c1cc2ccccc2oc1=O	-2%
115	COc1ccccc1-c1cc(Nc2ccn[nH]2)ncn1	8%
116	O=C(NO)c1ccccc1	8%
117	CC1(C)Cc2ccccc2-c2nnnn21	4%
118	CCN1CCCC1CNC(=O)c1cc2c(-c3cccc(OC)c3)nn(C)c2s1 (configuration not stated)	-3%
119	Cc1oc2ccccc2c1-c1cn2c(n1)SCC2	-2%
120	CCn1c(C(=O)N2CCC(C(=O)N3CCN(c4ccccn4)CC3)CC2)cc2sccc21	12%
121	COc1ccccc1C(OC(=O)c1cccs1)C(=O)NCc1ccco1 (configuration not stated)	8%
122	Cc1ccnc(N2CCC(C(=O)Nc3cccc(C(F)(F)F)c3)CC2)n1	1%
123	O=C(OCC(=O)N1CCN(C(=O)c2ccco2)CC1)c1cc(-c2ccccc2)nc2ccccc12	-1%
124	c1ccc(Cc2nn3c(Cn4nnc5ccccc54)nnc3s2)cc1	-3%
125	Cc1cc2nc3[nH]c4c(Cl)cc(Cl)cc4c3nc2cc1C	-3%[5.75 µM]
126	O=C(Nc1cccc(S(=O)(=O)C(F)F)c1)c1ccc(Cl)c(S(=O)(=O)N2CCOCC2)c1	2%
127	CCCCN(Cc1cc2cc(OC)ccc2[nH]c1=O)C(=O)COc1ccccc1	-2%
128	CCn1c2ccccc2c2cc(NC(=O)CSc3nnc(-c4ccccc4OC)n3N)ccc21	-2%

The list is partial; rates above refer to the full screens.
